NALP3 yeast inh – NALP3 inhibition in yeast; Yeast reconstituted NLRP3/ASC/caspase-1, beta-gal luminescence, 24 h; inhibition, % at 10 µM; 330,000 compounds, 0.39% hits;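 active means inhibition of 50% or more; inactive means inhibition below 50%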;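 further: plate controls were induced DMSO wells for no effect and uninduced yeast grown without galactose for full effect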
HKDC1 inh – HKDC1 (human) hexokinase inhibition; Q2TB90; recombinant HKDC1, G6PDH/diaphorase resazurin coupled fluorescence; inhibition, % at 20 µM; 340,000 compounds, 0.16% hits; AID 493160;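 active means inhibition above about 35% when tested at 20 µM, limit read from the data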;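 further: plate controls were DMSO wells with enzyme for no effect and DMSO wells lacking enzyme for full effect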
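Material: recombinant HKDC1 hexokinase; Amount: HKDC1 at 5 µg/mL; Medium: Tris pH 8.0 buffer with MgCl2, Tween-20, BSA, BME; Schedule: 90 min reaction incubation at room temperature, dark; Technique: coupled resazurin fluorescence, excitation 525 nm, emission 613 nm.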
Apaf-1 inh – human Apaf-1 inhibition | O14727 | reconstituted apoptosome caspase-3 activity, DEVD-Rh110 fluorescence | inhibition, % at 20 µM | 330,000 compounds, 0.71% hits; active means inhibition of at least 40% at 20 µM;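 further: plate controls were DMSO wells for no effect and DEVD-CHO caspase inhibitor wells for full effect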
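Assay system: Apoptosome proteins | Medium: pH 7.5 Hepes buffer with CHAPS, BSA, DTT | Also added: Cytochrome c and DEVD-Rh110 substrate | Times: 30 min plus 50 min, RT | Detection: Rhodamine 110 fluorescence at Ex 480/Em 540 nm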
SENP7 block – blocks the human protease SENP7. Q9BQF6. recombinant SENP7, Z-RLRGG-aminoluciferin luminescence, 40 min. inhibition, % at 5 µM. 330,000 compounds, 1.5% hits. AID 434973;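 active means inhibition above about 50% at the single test dose, limit read from the data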;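 further: plate controls were DMSO with enzyme for no effect and no enzyme buffer wells for full effect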
Target sequence (Q9BQF6 706-1050 limits assumed): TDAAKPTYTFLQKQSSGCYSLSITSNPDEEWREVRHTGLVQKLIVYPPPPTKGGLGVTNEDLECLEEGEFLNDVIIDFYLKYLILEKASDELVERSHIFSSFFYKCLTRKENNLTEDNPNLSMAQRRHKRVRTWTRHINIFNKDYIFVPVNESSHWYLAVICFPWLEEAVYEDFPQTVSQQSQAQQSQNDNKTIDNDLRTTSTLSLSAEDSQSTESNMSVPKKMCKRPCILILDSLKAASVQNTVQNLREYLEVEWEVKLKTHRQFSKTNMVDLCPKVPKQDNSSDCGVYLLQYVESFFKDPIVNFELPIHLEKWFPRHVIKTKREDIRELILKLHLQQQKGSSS
PfGluPho inh – PfG6PD (Plasmodium falciparum) enzyme inhibition | PfGluPho enzyme, NADPH resazurin-diaphorase fluorescence | inhibition, % at 20 µM | 350,000 compounds, 0.78% hits | AID 504690;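 active means inhibition reaching at least a set limit at 20 µM in the primary screen, cut at about 59% in these data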;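 further: 0% = DMSO wells with substrate and 100% = DMSO wells lacking glucose-6-phosphate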
SENP8 block-1 – blocks human SENP8 cleavage of Nedd8 substrate. Q96LD8. recombinant SENP8, Nedd8 substrate fluorescence. inhibition, % at 20 µM. 360,000 compounds, 0.64% hits. AID 602440; in the data active means inhibition mostly above about 40%, no sharp cut-off; inactive means mostly below about 27%
Target sequence (Q96LD8 whole entry, looked up): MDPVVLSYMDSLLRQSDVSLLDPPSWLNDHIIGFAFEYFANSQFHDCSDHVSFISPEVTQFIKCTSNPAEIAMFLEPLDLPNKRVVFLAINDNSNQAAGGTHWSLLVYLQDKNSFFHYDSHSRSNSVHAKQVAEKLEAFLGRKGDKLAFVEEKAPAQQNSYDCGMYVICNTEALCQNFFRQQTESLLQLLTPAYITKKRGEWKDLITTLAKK
SENP8 block-2 – SENP8 protease inhibition; Q96LD8; inhibition, % at 10 µM; AID 2540; 330,000 compounds, 1.2% hits; purified SENP8, Z-RLRGG-aminoluciferin cleavage, luminescence; in the data active means inhibition above about 50%
SENP6 block – blocks the human protease SENP6; Recombinant SENP6 catalytic domain, aminoluciferin luminescence; Q9GZR1; inhibition, % at 10 µM; 330,000 compounds, 1.8% hits; AID 2599;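 active means inhibition above about 50% at the single tested dose, limit read from the data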;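 further: plate controls were DMSO wells with enzyme for no effect and DMSO wells lacking enzyme for full effect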
Target sequence (Q9GZR1 628-1112 limits assumed): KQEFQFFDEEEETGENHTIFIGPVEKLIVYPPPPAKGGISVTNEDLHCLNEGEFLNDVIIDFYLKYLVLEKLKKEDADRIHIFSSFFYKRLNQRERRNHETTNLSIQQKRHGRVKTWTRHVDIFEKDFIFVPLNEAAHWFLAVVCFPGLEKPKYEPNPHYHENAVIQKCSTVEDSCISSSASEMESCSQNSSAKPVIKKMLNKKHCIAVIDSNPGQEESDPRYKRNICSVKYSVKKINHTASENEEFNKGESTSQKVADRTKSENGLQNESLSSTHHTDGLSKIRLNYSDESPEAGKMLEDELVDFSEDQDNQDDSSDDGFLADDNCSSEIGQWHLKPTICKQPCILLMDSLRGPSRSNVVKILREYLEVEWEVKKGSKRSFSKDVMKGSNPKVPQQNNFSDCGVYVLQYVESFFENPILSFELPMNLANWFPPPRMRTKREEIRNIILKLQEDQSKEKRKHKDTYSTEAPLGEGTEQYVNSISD
SENP1 inh – SENP1 (human) catalytic domain inhibition | recombinant SENP1 catalytic domain, CyPet-SUMO1-YPet FRET cleavage | inhibition, % at 10 µM | 360,000 compounds, 0.21% hits | AID 624204;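 active means inhibition at least 30% at 10 µM, raw YFP signal under a set limit, fluorescence ratio 0.5 to 1.5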;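 further: 0% = enzyme with DMSO and 100% = no enzyme wells; some results filed as inactive read as strong as hits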
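material = recombinant human SENP1 catalytic domain, His6-tagged | quantity = 20 pM enzyme | reagent = 25 nM SUMO1 FRET substrate | compound dosing = 10 µM single point, 0.5% DMSO | timing = 50 min enzyme reaction, room temperature, light-protected | detection = FRET, CFP and YFP emission | control set = no-enzyme low, enzyme-DMSO high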
Numbers without * were called inactive; · = no result given.

SMILES	NALP3 yeast inh	HKDC1 inh	Apaf-1 inh	SENP7 block	PfGluPho inh	SENP8 block-1	SENP8 block-2	SENP6 block	SENP1 inh
Cc1cccc(C)c1NC(=O)CSc1nnc(Cn2nnc(-c3ccccc3)n2)n1-c1ccccc1	8	-8	10	-19	-4	10	5	4	0
COCCN1CCn2c(nc3cc(NC(C)=O)ccc32)C1	18	3	3	6	9	-274	-7	16	-21
Cc1ccc2[nH]c(=O)c(C(c3nnnn3CC3CCCO3)N3CCc4ccccc4C3)cc2c1 (stereo not given)	2	22	66*	34	28	-26	24	49	-12
O=C(CSc1nc2ccccc2nc1SCC(=O)N1CCOCC1)N1CCOCC1	9	-4	5	-12	-22	3	-12	-31	1
CC(C)OCCCNC(=O)c1ccc(NC(=O)C2=CSCCO2)cc1	-2	-3	3	3	-1	1	-2	9	3
COc1ccc(NC(C)=O)cc1NC(C)C(=O)Nc1ccc(S(=O)(=O)N2CCCCC2)cc1 (stereo not given)	14	2	-8	2	31	5	-6	2	-1
COc1cc([N+](=O)[O-])ccc1NC(=O)C[n+]1cccc(C)c1	10	-1	8	-18	7	13	3	-10	1
CC(CSc1nnnn1-c1ccccc1)Cn1c(N2CCCC2)nc2c1c(=O)[nH]c(=O)n2C (stereo not given)	-3	-2	-2	4	4	15	-10	-1	1
Nn1c(SCC(=O)Nc2cccc(Br)c2)nnc1C1CC1	-6	1	-4	5	6	3	-2	-11	1
Cc1ccc(NC(=O)CNCc2cccs2)cc1Br	27	-1	3	-5	-6	2	4	-5	0

One compound at a time, as listed above.
COCCN1CCn2c(nc3cc(NC(C)=O)ccc32)C1 as listed: NALP3 yeast inh: 18; HKDC1 inh: 3; Apaf-1 inh: 3; SENP7 block: 6; PfGluPho inh: 9; SENP8 block-1: -274; SENP8 block-2: -7; SENP6 block: 16; SENP1 inh: -21
Cc1ccc2[nH]c(=O)c(C(c3nnnn3CC3CCCO3)N3CCc4ccccc4C3)cc2c1 (stereo not given) as listed: NALP3 yeast inh: 2; HKDC1 inh: 22; Apaf-1 inh: 66*; SENP7 block: 34; PfGluPho inh: 28; SENP8 block-1: -26; SENP8 block-2: 24; SENP6 block: 49; SENP1 inh: -12

Next entries.
SMILES	NALP3 yeast inh	HKDC1 inh	Apaf-1 inh	SENP7 block	PfGluPho inh	SENP8 block-1	SENP8 block-2	SENP6 block	SENP1 inh
Fc1cccc(CCN2C(=S)NC[C@@H]2CC2CCCCC2)c1	26	-4	23	-2	7	6	-1	4	2
CCCCN(C(=O)c1ccccc1Br)C1CCS(=O)(=O)C1 (stereo not given)	7	-5	-1	0	12	17	0	-4	-1
O=C(NCC1CCCO1)c1ccccc1S(=O)(=O)c1ccc([N+](=O)[O-])cc1 (stereo not given)	2	-10	-9	-9	16	10	-9	-1	0
CCCOc1ccc(C(=O)NCCc2ccccc2)cc1	37	3	11	78*	-1	11	52*	76*	0
OC1(c2ccc3c(c2)OCO3)CCN(Cc2ccccn2)CC1	4	-17	0	-2	9	-12	-10	-23	3
O=C(N/N=C/c1ccc([N+](=O)[O-])cc1)c1[nH]ncc1Br	19	-5	11	85*	-20	20	72*	86*	-1
CC1CN=C(c2cccn2Cc2ccc(F)cc2Cl)O1 (stereo not given)	-61	-1	15	-5	-12	32	-2	0	3
CCOC(=O)c1sc(=S)n(-c2ccc(C)cc2)c1SC	16	-12	-5	5	14	15	8	-12	1
CCCC(=O)Nc1ccc2c(c1)nc(CN1CCCCC1)n2C	-1	-4	-12	1	-10	-38	0	-14	-2
CN(C(=O)COC(=O)CNC(=O)CNC(=O)c1ccc(Cl)cc1Cl)c1ccccc1	16	-2	4	-3	-19	4	-10	-28	2
CN(CC(=O)Nc1ccc(F)c(F)c1F)C(=O)CCCSc1nc2ccccc2[nH]1	-4	-4	-11	6	6	3	-1	2	2
COC(=O)Nc1cccn(Cc2c(Cl)cccc2Cl)c1=O	-4	5	9	7	-13	-1	-10	-2	-1
COc1cc(C2Nc3cccc4cccc(c34)N2)ccc1O	26	14	30	7	54	38	6	15	-22
Cc1ccc(S(=O)(=O)NCC(=O)OCC(=O)c2ccc(S(=O)(=O)N3CCCCC3)cc2)cc1C	·	0	·	·	-16	-8	·	·	4
O=C(NCCS(=O)(=O)N1CCN(c2ccccc2)CC1)c1cccc(F)c1	9	-3	8	9	10	12	0	0	-1
Cc1ccc(NC(=O)C2OCCc3ccccc32)cc1C (stereo not given)	32	-3	1	-14	4	11	-11	-24	1
COc1cc(OC)c(OC)cc1CNCCNC(=O)c1ccco1	4	-5	5	-1	10	3	-3	-17	-2
CCSc1ccccc1C(=O)NCc1ccco1	-22	-7	8	-7	5	10	0	3	-3
Cc1cc(C)c(C#N)c(SCc2ccccc2)n1	24	-2	9	3	0	6	-3	12	5
CN(C)C(CNC(=O)C1CCCN1C(=O)c1cccs1)c1ccccc1 (stereo not given)	10	-6	-5	-2	15	8	-2	-7	1
CCOC(=O)C(Cc1ccc(NC(=O)/C(=C\c2ccccc2)NC(=O)c2ccccc2)cc1)N1C(=O)c2ccccc2C1=O (stereo not given)	-1	8	18	-11	-24	14	-8	-1	3
O=c1c2ccccc2nnn1CSc1nnnn1-c1ccc(O)cc1	4	-5	-9	1	0	13	-3	3	3
O=C(CSc1nc2ncccc2[nH]1)c1ccc(F)cc1	11	3	-4	0	-9	18	-5	5	3
Cc1cc(SCC(=O)c2ccc(O)c(O)c2)n2nc(C)c(-c3ccccc3)c2n1	11	-2	-13	15	-26	12	-2	-20	0
COc1ccc(N2CCN(CCNC(=O)Nc3cc(Cl)ccc3OC)CC2)cc1	20	-6	6	3	11	20	-5	-27	2
COC(=O)Cc1ccc(NC(=S)N2CCN(c3ccc(F)cc3)CC2)cc1	·	-12	·	·	7	5	·	·	2
CCCn1c(=N)n(CC(=O)c2ccc([N+](=O)[O-])cc2)c2ccccc21	7	3	10	9	73*	1	-4	30	-9
CC(C)c1ccc(NC2CCCN(C(=O)c3n[nH]c4c3CCC4)C2)cc1 (stereo not given)	11	5	12	1	7	8	-14	-4	-1
COc1ccc(C(=O)NC(=S)Nc2ccc(N3CCOCC3)c(Cl)c2)cc1[N+](=O)[O-]	11	-3	2	1	-1	10	-1	3	2
Cc1ccc(-c2nnc(SCC(=O)N/N=C/c3ccc(C(=O)O)cc3)n2C2CCCCC2)cc1	12	2	5	-5	-28	17	-7	-6	2

Some of the entries so far, with values under each structure:
Every second line gives: NALP3 yeast inh, HKDC1 inh, Apaf-1 inh, SENP7 block, PfGluPho inh, SENP8 block-1, SENP8 block-2, SENP6 block, SENP1 inh
COc1cc(OC)c(OC)cc1CNCCNC(=O)c1ccco1
    4, -5, 5, -1, 10, 3, -3, -17, -2
CCOC(=O)c1sc(=S)n(-c2ccc(C)cc2)c1SC
    16, -12, -5, 5, 14, 15, 8, -12, 1
Cc1cc(C)c(C#N)c(SCc2ccccc2)n1
    24, -2, 9, 3, 0, 6, -3, 12, 5
CCCn1c(=N)n(CC(=O)c2ccc([N+](=O)[O-])cc2)c2ccccc21
    7, 3, 10, 9, 73*, 1, -4, 30, -9
O=c1c2ccccc2nnn1CSc1nnnn1-c1ccc(O)cc1
    4, -5, -9, 1, 0, 13, -3, 3, 3

More entries follow:
SMILES	NALP3 yeast inh	HKDC1 inh	Apaf-1 inh	SENP7 block	PfGluPho inh	SENP8 block-1	SENP8 block-2	SENP6 block	SENP1 inh
COc1ccc(C(C)=O)cc1CSc1nnc(C)n1-c1ccccc1	0	-7	2	0	6	14	2	-20	4
COc1cc(C(=O)NCCCNc2nc3c(C)cc(C)cc3cc2C#N)cc(OC)c1OC	5	0	5	8	7	-456	6	16	-129
CCOc1ccccc1NC(=O)/C=C/c1ccc(S(=O)(=O)N2CCOCC2)cc1	10	0	14	-2	7	5	3	-8	-1
CSc1ncccc1C(=O)Nc1cccc(S(=O)(=O)N2CCCC2)c1	17	3	-4	-8	4	-11	1	0	1
O=C(Nc1ccc(F)cc1)c1cncs1	11	-7	-4	-2	-5	15	6	16	2
COc1ccc2nc(NC(=O)CSc3cn[nH]n3)sc2c1	6	3	10	7	-14	-5	11	50*	0
Cn1c(=O)c2c(ncn2CC(=O)Nc2ccccc2)n(C)c1=O	3	0	1	-2	-11	-24	-6	-9	0
O=C(/C=C/c1ccc(Br)o1)Nc1nnc(C2CC2)s1	8	·	5	-3	·	·	3	-66	·
C/C(=N/NC(=O)Cc1cccs1)c1ccco1	6	-13	-2	2	21	14	4	-13	1
CN(C(=O)COC(=O)CCc1c[nH]c2ccccc12)C(c1ccccc1)c1ccccc1	-2	14	17	6	9	19	1	2	2
COc1ccc(S(=O)(=O)N2CCCC2)cc1NC(=O)c1ccccc1F	7	-6	-3	-9	14	-2	-3	-8	2
Cc1csc(=O)n1CC(=O)OCC(=O)Nc1ccc(F)c(F)c1	15	-6	-7	-3	3	28	7	-9	1
Cc1ccc2c(c1)C(O)(CC(=O)/C=C/C=C/c1ccccc1)C(=O)N2 (stereo not given)	6	-7	12	-5	4	-5	-18	-2	0
CCN(CC)S(=O)(=O)c1ccc(N=Nc2c(N)[nH]c(=O)[nH]c2=O)cc1	16	-6	-21	26	-1	43*	20	52*	1
COc1cc(Br)cc(Br)c1OCC(=O)N/N=C/c1c(C)n(C)n(-c2ccccc2)c1=O	18	2	16	-6	13	-1	1	0	2
CC(C)CCN(C(=S)Nc1cccc(F)c1)C1CCN(C(C)C)CC1	-9	-7	-5	5	5	10	9	11	-9
CCOCCCNC(=S)Nc1cc(C)cc(C)c1	6	-1	3	-2	-7	16	-4	-10	0
CC(Sc1nnc(Cc2cccs2)n1C1CCCCC1)C(=O)N1CCc2ccccc21 (stereo not given)	9	5	28	-1	0	19	2	-14	4
CC1CCc2c(C(=O)NCc3cccnc3)csc2C1 (stereo not given)	34	-10	6	0	-6	-4	-8	-13	1
CN(C)c1ccc(C(=O)OCC(=O)N2CCOCC2)cc1	-4	-6	-4	6	2	3	-8	-9	0
Cc1cc2cc(C)c(NCCNC(=O)c3ccccc3F)nc2cc1C	20	-8	3	3	-21	-122	-2	5	0
COc1cccc(CSc2nc3nc(C)cc(C)n3n2)c1	28	-3	2	6	2	20	0	2	-1
CC1SC(=NC(=O)c2ccncc2)NC1=O (stereo not given)	1	-7	2	5	3	27	-9	-10	2
Cc1ccccc1C(=O)Nc1nnc(CC(=O)N/N=C/c2cn(Cc3ccccc3)c3ccccc23)s1	17	-8	-23	0	-6	-2	4	-25	-21
CSc1ccc(/C=N/NC(=O)CNc2ccc3ccccc3c2)cc1	28	11	11	0	20	-259	-5	-1	-16
Cc1cc(Nc2cc(F)ccc2C)n2nc(C)nc2n1	9	4	-5	-4	4	7	2	-4	1
COc1ccc(CNC(=O)CN(C(=O)c2snc(C(N)=O)c2N)c2ccc(F)cc2)cc1	9	-2	-1	-6	11	-298	4	-19	-14
CN(CC(=O)Nc1ccc(F)c(F)c1F)C(=O)CCN1C(=O)C2CCCCC2C1=O (stereo not given)	18	-5	-14	-5	-8	-1	-3	-6	0

The order is random. Share with any hit: about 4.1%.
